# m5-HT2A agonist: activates the mouse 5-HT2A serotonin receptor; P35363; CHO-K1 mHTR2A beta-arrestin complementation, luminescence; percent of 30 µM serotonin response; activation, % at 7.6 µM; 360,000 tested, 0.66% active; AID 624169;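 active means activation above a run cutoff, the mean activation of all tested compounds plus 3 SD, cut at about 14% in these data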;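 further: 0% = plate median of compound wells and 100% = 30 µM serotonin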
# PDI turbidity: PDI (human) enzyme inhibition | P07237 | PDI insulin aggregation turbidity, A650, 90 min | inhibition, % at 10 µM | 350,000 tested, 0.052% active | AID 588391;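 active means mean inhibition across replicates of 30% or more, whatever share of single replicates reach that level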;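 further: absorbance from insulin aggregation driven by PDI reduction with DTT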
# ABCB6 inh MLPCN: inhibitors of human ABC transporter ABCB6; Q9NP58; K562-ABCB6 porphyrin accumulation, flow cytometry, 1 h; active compounds read low; AID 602162; fluorescence ratio to DMSO, % at 10 µM; 360,000 tested, 0.19% active;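 active means fluorescence ratio to DMSO below 75%, the collection mean minus 3 SD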;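 further: signal is porphyrin accumulated inside mitochondria; 100% equals median channel fluorescence of DMSO control wells; lower ratio means ABCB6 inhibition with less porphyrin fluorescence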
# MC4R ag barr: activates human MC4R beta-arrestin recruitment | U2OS MC4R beta-arrestin complementation, luminescence; percent of melanotan II response, DMSO zero | P32245 | activation, % at 8.9 µM | 360,000 tested, 0.98% active;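 active means activation above a per-plate cutoff, the mean activation of sample wells on that plate plus 3 SD, cut at about 8% in these data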
# MC4R antag cAMP: antagonists of human melanocortin 4 receptor (MC4R); MC4R-expressing cells, MTII-stimulated cAMP, LANCE TR-FRET; inhibition, % at 6.5 µM; 360,000 tested, 0.48% active; AID 540295;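 active means inhibition above its plate's cutoff, the mean of tested wells on that plate plus 3 SD, cut at about 29% in these data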;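 further: 0% = Melanotan II alone and 100% = Melanotan II plus saturating MCL0020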
#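 system = U2OS cells with stable human MC4R expression | also added = Melanotan II challenge after compound preincubation | dosing = one concentration, 6.5 µM nominal | incubation = compound 30 min, challenge 1 h, detection 1 h | measured by = TR-FRET with Eu-cAMP and labeled anti-cAMP, 671 nm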
# Glyco luc inh: blocks N-linked glycosylation in D54 reporter cells | D54 ERlucT glycosylation luciferase reporter, 24 h; percent of 100 nM tunicamycin response | reporter increase, % at 12.5 µM | 360,000 tested, 0.23% active;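 active means mean luciferase reporter signal, scaled so untreated is 0 and the glycosylation-blocking control 100, at or above a set limit in every replicate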;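 further: luciferase carries N-glycosylation sites so blocking glycosylation raises the light; 0% = median of neutral control wells and 100% = median of 100 nM tunicamycin wells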
# CaV13 FRET inh: Disruptors of the CACNA1D IQ motif to Ca2+-dependent inactivation inhibitor domain association, primary screening, Förster resonance energy transfer in intact living …; inhibition, % at 12.3 µM; HEK cells, CFP/YFP FRET ICDI-IQ, plate reader, 10 min; percent FRET-ratio fall versus neutral wells; AID 743397; 340,000 tested, 0.098% active;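 active means mean replicate inhibition of at least 30% and at least 1% of replicates passing that level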;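 further: 0% = median of the neutral control wells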
# Cardio protect: protects H9c2 cardiomyocytes from peroxide injury. H2O2 injury protection, ATPLite, 2 h. protection from H2O2 cell death, % at 20 µM. 360,000 tested, 0.63% active;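 active means compounds giving at least 50% protection of heart cells from peroxide-induced death in the single-dose screen, raw or plate-pattern-corrected value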;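 further: 0% = DMSO wells with peroxide and 100% = DMSO wells without peroxide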
# ABHD5-PLIN5 inh: blocks binding of human ABHD5 to perilipin-5; Q00G26+Q8WTS1; 360,000 tested, 0.78% active; inhibition, % at 4 µM; Split G. princeps luciferase complementation, luminescence, 4 h; AID 602281;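 active means inhibition above the mean inhibition across every tested compound plus 3 SD, cut at about 22% in these data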;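 further: 0% = DMSO only wells and the 100% control is not disclosed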
# Target sequence (Q00G26 whole entry, looked up): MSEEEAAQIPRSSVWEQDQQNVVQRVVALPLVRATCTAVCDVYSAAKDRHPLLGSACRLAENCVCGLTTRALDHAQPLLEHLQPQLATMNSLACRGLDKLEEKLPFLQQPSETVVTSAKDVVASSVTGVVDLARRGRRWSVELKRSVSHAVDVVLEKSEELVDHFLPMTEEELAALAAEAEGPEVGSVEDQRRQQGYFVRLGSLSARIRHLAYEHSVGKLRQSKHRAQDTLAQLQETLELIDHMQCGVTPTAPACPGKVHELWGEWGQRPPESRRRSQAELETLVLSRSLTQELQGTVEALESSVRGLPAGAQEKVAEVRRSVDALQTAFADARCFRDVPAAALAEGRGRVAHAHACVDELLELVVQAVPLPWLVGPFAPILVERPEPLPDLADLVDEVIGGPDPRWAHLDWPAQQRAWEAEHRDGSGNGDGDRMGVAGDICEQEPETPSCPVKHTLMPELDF
# Target sequence (Q8WTS1 whole entry, looked up): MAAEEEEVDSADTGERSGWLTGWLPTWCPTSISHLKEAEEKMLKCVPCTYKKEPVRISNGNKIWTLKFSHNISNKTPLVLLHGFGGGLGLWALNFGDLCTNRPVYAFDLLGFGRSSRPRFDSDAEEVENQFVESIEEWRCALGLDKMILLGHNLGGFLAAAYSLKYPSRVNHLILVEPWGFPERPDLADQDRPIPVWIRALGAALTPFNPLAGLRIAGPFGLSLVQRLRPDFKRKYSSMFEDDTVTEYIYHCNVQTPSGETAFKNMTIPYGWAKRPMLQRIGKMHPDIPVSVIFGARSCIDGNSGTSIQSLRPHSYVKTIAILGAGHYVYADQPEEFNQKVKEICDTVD
# Exocytosis inh: blocks lytic granule exocytosis; TALL-104 LAMP-1 surface exposure, flow cytometry; cells stimulated with thapsigargin and PMA; inhibition, % at 10 µM; 360,000 tested, 0.66% active;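 active means inhibition above about 55%, limit read from the data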
# * = called active by the depositor; / = no result given.
SMILES,m5-HT2A agonist,PDI turbidity,ABCB6 inh MLPCN,MC4R ag barr,MC4R antag cAMP,Glyco luc inh,CaV13 FRET inh,Cardio protect,ABHD5-PLIN5 inh,Exocytosis inh
Cc1cc(C)cc(NC(=O)C2COc3ccccc3O2)c1 (centres undefined),-2,3,97,1.1,-1,-1,-5,-6,-6,-6
COCCNC(=O)c1c(N)n(-c2ccccc2)c2nc3ccccc3nc12,-2,-7,92,-2.0,-5,-4,2,14,3,2
COc1ccc(NC(=O)C2CC(=O)N(Cc3ccc(C)cc3)C2)cc1S(=O)(=O)N1CCCCC1 (centres undefined),-1,-4,95,0.2,-5,-1,-3,-4,0,-2
CC1(C)O[C@@H]2[C@H](O1)[C@@H](CO)O[C@H]2n1cc(Br)c(=O)[nH]c1=O,14,-9,99,-1.3,3,2,-2,12,9,1
Cc1ccc(CNCc2cccnc2)cc1,-3,2,91,0.6,2,-1,-5,3,-1,-1
C/C(=N\NC(=O)CCn1nnc2ccccc21)c1cccs1,-6,6,111,-0.1,-3,0,-18,2,2,-18
CCc1n[nH]c(=S)n1/N=C/c1ccc2c(c1)OCO2,8,11,104,1.2,-5,3,-7,1,4,0
c1ccc(-n2nnnc2SCc2cccc3nsnc23)cc1,2,-5,85,-0.3,-1,-2,-5,-8,2,-1
CCCCn1c(=N)n(CC(O)COc2cccc(C)c2)c2ccccc21 (centres undefined),-12,9,91,5.0,-9,-1,-6,-22,2,6
CCNC(=O)O/N=C(\C)c1sc(-c2ccc(Cl)cc2)nc1C,0,7,96,-0.1,18,-1,/,-3,4,-1

# The closing 2 entries of the part before open the next one:
SMILES,m5-HT2A agonist,PDI turbidity,ABCB6 inh MLPCN,MC4R ag barr,MC4R antag cAMP,Glyco luc inh,CaV13 FRET inh,Cardio protect,ABHD5-PLIN5 inh,Exocytosis inh
CCCCn1c(=N)n(CC(O)COc2cccc(C)c2)c2ccccc21 (centres undefined),-12,9,91,5.0,-9,-1,-6,-22,2,6
CCNC(=O)O/N=C(\C)c1sc(-c2ccc(Cl)cc2)nc1C,0,7,96,-0.1,18,-1,/,-3,4,-1
O=C(CCc1nnc(Cc2ccc3c(c2)OCO3)o1)NCc1nc2ccccc2s1,2,4,96,3.0,2,0,-5,8,5,-3
CC(NC(=O)C(=O)NCCC1=CCCCC1)c1ccccc1 (centres undefined),3,-13,100,4.3,-7,2,-17,-2,7,11
CC(C)C[C@H](CO)Nc1nc(N(C)c2cccc(Cl)c2)c2ncn(C(C)C)c2n1,-10,-2,102,3.0,7,8,-10,-6,16,4
CSc1ccc(CN2CCC(C)(Oc3ccc(F)cc3)C2)cc1 (centres undefined),-2,3,96,-0.4,1,-2,-4,-3,1,15
COc1ccc([N+](=O)[O-])cc1N(CC(O)CN1C(=O)NC(C)(C)C1=O)S(=O)(=O)c1ccccc1 (centres undefined),-3,-4,98,0.3,-5,3,-3,12,-3,8
S=c1[nH]nc(-c2cc(-c3ccccc3)n[nH]2)n1/N=C/c1ccc(Cl)cc1,4,5,98,5.7,16,5,-5,0,-7,2
Cc1ccc(S(=O)(=O)n2ccc3cccnc32)cc1,0,-4,96,-1.1,-3,0,-4,1,1,0
Cc1nn2c3ccccc3n(CCN3CCCCC3)c2nc1=O,-4,9,92,-1.6,-2,2,-3,3,-8,-3
CC12CCC(C(NC(=S)NN)C1=O)C2(C)C (centres undefined),0,6,100,0.0,2,-1,-10,-3,-14,-5
COc1ccccc1NC(=O)c1c([N+](=O)[O-])cnn1C,-1,-1,101,0.1,13,0,8,1,1,6
O=C(/C=C(\O)c1ccccc1)C(=O)NNC(=O)c1ccccc1[N+](=O)[O-],-3,12,100,0.1,9,3,-2,4,7,6
CCc1ccccc1NC(=O)c1cccs1,-2,12,102,0.3,3,0,-5,15,1,2
O=C(O)CC(NC(=O)C1CCCCC1)c1cc([N+](=O)[O-])ccc1Cl (centres undefined),9,2,98,1.1,2,3,-3,-1,-8,7
CN(Cc1nc2ccc(F)cc2[nH]1)C(=O)C1CCC(=O)N(C2CC2)C1 (centres undefined),7,1,102,1.3,9,1,-6,-2,1,3
Cn1c(SC2=CS(=O)(=O)c3ccccc32)nc2ccccc21,-9,0,100,0.4,0,14,-7,0,-5,-8
CCOc1cc(/C=N/O)ccc1OCc1ccc([N+](=O)[O-])cc1,-1,20,93,-0.9,0,-1,-18,0,10,2
COc1cc2c(cc1NC(=O)CSc1nc3ccccc3[nH]1)oc1ccccc12,3,4,88,0.4,20,-5,-5,-8,-5,9
CC(C)(C)C1CCC(=NNC(=O)C(=O)NCc2cccnc2)CC1 (centres undefined),-1,-6,99,-1.0,11,3,6,-11,1,2
Cc1n[nH]c(C)c1CCc1nc2c3ccccc3nc(SCC(N)=O)n2n1,1,5,93,0.4,8,0,-3,10,5,-1
O=C(c1ccccc1)N(Cc1cccs1)C1CCS(=O)(=O)C1 (centres undefined),-4,-5,101,0.7,1,1,-8,-2,12,-1
O=C1CN=C(Nc2ccc(Cl)cc2)N1c1ccccc1,5,1,96,-1.1,0,0,-5,3,4,-2
N#C/C(=C/c1cn(CC(=O)O)c2ccccc12)C(=O)Nc1ccccc1,5,-5,109,-2.5,-4,1,5,0,6,-1
COc1ccc(CN2CCC[C@]3(N[C@H](c4ccccc4)[C@@H]4C(=O)N(C)C(=O)[C@@H]43)C2=O)cc1,4,6,100,3.3,1,0,-14,1,-3,-3
CCc1ccc(NC(=O)NCCN2CCN(c3ccc(OC)cc3)CC2)cc1,-8,-8,100,1.4,11,-2,-20,0,-2,8
Clc1ccc(OCCSc2ncccn2)c2ccccc12,-4,-6,99,-2.2,-5,-2,/,-9,-2,-2
CC(C)NCc1nnc(-c2ccccc2Cl)o1,-1,3,98,-1.1,8,1,-2,0,-4,0
Cc1ccc(C(=O)O)cc1[N+](=O)[O-],4,/,101,1.3,0,1,/,3,6,-1
CCN(CC)C(=O)c1ncn2c1C(=O)N(C)CC2,2,/,99,/,/,0,-9,0,4,-3
CCc1ccc(C(=O)OCC(=O)Nc2cccc(S(=O)(=O)NC3=NCCCCC3)c2)cc1,0,12,95,-1.1,-1,3,-19,-9,-5,-5
Cc1nn(-c2ccccc2)c(C)c1NC(=O)COc1cc(F)ccc1[N+](=O)[O-],5,-1,98,-2.0,2,-1,-5,-4,7,7

# Compounds above that have a Cl atom (7):
SMILES,m5-HT2A agonist,PDI turbidity,ABCB6 inh MLPCN,MC4R ag barr,MC4R antag cAMP,Glyco luc inh,CaV13 FRET inh,Cardio protect,ABHD5-PLIN5 inh,Exocytosis inh
CCNC(=O)O/N=C(\C)c1sc(-c2ccc(Cl)cc2)nc1C,0,7,96,-0.1,18,-1,/,-3,4,-1
CC(C)C[C@H](CO)Nc1nc(N(C)c2cccc(Cl)c2)c2ncn(C(C)C)c2n1,-10,-2,102,3.0,7,8,-10,-6,16,4
S=c1[nH]nc(-c2cc(-c3ccccc3)n[nH]2)n1/N=C/c1ccc(Cl)cc1,4,5,98,5.7,16,5,-5,0,-7,2
O=C(O)CC(NC(=O)C1CCCCC1)c1cc([N+](=O)[O-])ccc1Cl (centres undefined),9,2,98,1.1,2,3,-3,-1,-8,7
O=C1CN=C(Nc2ccc(Cl)cc2)N1c1ccccc1,5,1,96,-1.1,0,0,-5,3,4,-2
Clc1ccc(OCCSc2ncccn2)c2ccccc12,-4,-6,99,-2.2,-5,-2,/,-9,-2,-2
CC(C)NCc1nnc(-c2ccccc2Cl)o1,-1,3,98,-1.1,8,1,-2,0,-4,0

# The listing continues:
SMILES,m5-HT2A agonist,PDI turbidity,ABCB6 inh MLPCN,MC4R ag barr,MC4R antag cAMP,Glyco luc inh,CaV13 FRET inh,Cardio protect,ABHD5-PLIN5 inh,Exocytosis inh
O=C(OCC(=O)N1CCCC1)c1ccc(S(=O)(=O)N2CCOCC2)cc1,-1,2,90,-0.7,8,1,-5,8,-2,-2
Cc1nc2ccc(C(=O)NC(C)(C)C)cn2c1N(C)C(=O)CCc1ccccc1,6,7,99,-1.0,0,3,-5,13,3,-7
CCN(CC)S(=O)(=O)c1ccc(-c2nnc(SCc3nnc(-c4ccc(C)cc4)o3)n2CC)cc1,2,2,98,1.0,12,0,-5,4,-5,3
Cc1ccc(NC(=O)CCC(=O)N/N=C/c2ccc(O)cc2)cc1,-4,-8,99,0.1,2,2,-18,0,3,-5
Cc1ccc(NC(=O)CSCC(=O)Nc2ccccc2C(=O)NC2CC2)cc1,2,0,99,-1.0,6,-1,-6,2,-8,18
Cc1c(Cl)cccc1NC(=O)NCc1ccc(F)cc1,1,7,98,3.2,5,1,15,0,-6,2
Cc1nn2cnnc2c(C)c1Cc1c(F)cccc1Cl,6,6,96,-0.6,14,-1,-4,5,11,-8
O=c1[nH]ncc(N2CCCCCC2)c1Cl,2,-1,102,-1.6,14,2,-3,20,-3,1
COc1ccc(C)cc1NC(=O)c1ccccc1NS(=O)(=O)c1cccc2cccnc12,1,-3,108,-0.3,16,1,-6,7,3,1
COc1ccc2oc(C)c(C(N)=O)c2c1,1,6,99,-0.1,-8,0,-3,4,-2,-1
O=C(Nc1cnccn1)c1csc2ccccc12,1,1,90,0.6,16,0,/,0,1,4
O=C(COc1ccc(F)cc1)N1CCCCCCC1,-3,-2,103,-1.3,10,0,-1,-1,-3,1
COC(=O)c1sccc1NC(=O)c1ccccc1Br,-5,15,106,0.2,-5,-2,-6,-4,6,0
C/C(=N/NC(=O)c1ccc(C)s1)c1cccnc1,3,4,103,-0.3,-5,2,-6,-3,2,-6
COc1cc(OC)c(OC)cc1/C=N/NC(=O)c1ccc2nc[nH]c2c1,1,-1,90,0.9,-13,1,-2,6,0,-1
COc1ccc(OC)c(CN(CCCN2CCOCC2)S(=O)(=O)c2ccc(NC(C)=O)cc2)c1,0,7,106,0.2,-2,/,-9,13,5,-2
COc1ccc(N2CCN(C(CNC(=O)C(=O)NCc3cccnc3)c3ccco3)CC2)cc1 (centres undefined),-2,-2,98,0.0,-7,0,-2,8,-1,-3
Cc1cc(C)c(C#N)c(SCC(=O)c2ccccc2)n1,-4,-9,110,-0.6,5,-5,-14,8,-4,-13
O=C(C1CCCC1)N1CCN(S(=O)(=O)c2ccc(Cl)cc2)CC1,0,-1,97,0.2,19,-1,-2,-4,-5,-11

# Screens: PubChem, several laboratories
